proCasp3 act = procaspase-3 (human) activation. P42574. recombinant procaspase-3 D3A, Ac-DEVD-pNA absorbance 405 nm. activation, % at 8.5 µM. hit rate 0.11% among 330,000;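 active means activation above the mean of all tested compounds plus 3 SD, cut at about 21% in these data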;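 further: 0% = DMSO alone and 100% = DMSO wells spiked with extra 5 µM PC-3 D3A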
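Assay system: Autoprocessing-dead procaspase-3 D3A mutant enzyme; also added: Ac-DEVD-pNA; doses: one concentration, 8.5 µM nominal, 0.8% DMSO; times: 1 h compound preincubation, 2 h substrate hydrolysis at 25 °C; technique: 405 nm absorbance of p-nitroaniline, reads at 0 and 120 min; measure: % activation between DMSO and enzyme-spiked controls; repeats: single replicate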
TPT1 inhibitor = blocks Candida albicans tRNA 2'-phosphotransferase; recombinant caTPT1, FP RNA substrate dephosphorylation; inhibition, % at 5 µM; hit rate 0.81% among 300,000; AID 1962;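 active means inhibition above the mean of all tested compounds plus 3 SD, set per screening campaign, cut at about 24% in these data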;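 further: plate controls were DMSO alone for no effect and ferristatin control at 100 nM for full effect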
PP1 counter = counter-screen for PP5 inhibitors: inhibitors of human PP1-alpha | P62136 | purified PP1alpha, OMFP fluorescence | inhibition, % at 6.7 µM | hit rate 0.9% among 320,000;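 active means inhibition above the mean inhibition of all tested compounds plus 3 SD, computed separately for each screening campaign, cut at about 15% in these data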
Target sequence (P62136 whole entry, looked up): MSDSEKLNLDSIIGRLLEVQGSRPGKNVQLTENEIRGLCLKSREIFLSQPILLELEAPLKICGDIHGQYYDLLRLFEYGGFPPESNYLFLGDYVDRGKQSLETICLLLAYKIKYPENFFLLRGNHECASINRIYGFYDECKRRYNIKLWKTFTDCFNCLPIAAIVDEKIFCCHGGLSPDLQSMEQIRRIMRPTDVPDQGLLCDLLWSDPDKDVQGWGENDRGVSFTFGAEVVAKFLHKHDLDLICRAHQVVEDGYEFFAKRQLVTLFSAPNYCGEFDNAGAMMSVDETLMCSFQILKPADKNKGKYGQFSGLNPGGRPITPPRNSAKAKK
PP5 inh = inhibitors of human protein phosphatase 5 (PP5) | P53041 | purified PP5c, OMFP substrate fluorescence | inhibition, % at 6.7 µM | hit rate 0.18% among 320,000;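 active means inhibition above the campaign's mean inhibition across all tested compounds plus 3 SD, cut at about 9.5% in these data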;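 further: 0% = DMSO only and 100% = 100 µM cantharidin control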
Target sequence (P53041 whole entry, looked up): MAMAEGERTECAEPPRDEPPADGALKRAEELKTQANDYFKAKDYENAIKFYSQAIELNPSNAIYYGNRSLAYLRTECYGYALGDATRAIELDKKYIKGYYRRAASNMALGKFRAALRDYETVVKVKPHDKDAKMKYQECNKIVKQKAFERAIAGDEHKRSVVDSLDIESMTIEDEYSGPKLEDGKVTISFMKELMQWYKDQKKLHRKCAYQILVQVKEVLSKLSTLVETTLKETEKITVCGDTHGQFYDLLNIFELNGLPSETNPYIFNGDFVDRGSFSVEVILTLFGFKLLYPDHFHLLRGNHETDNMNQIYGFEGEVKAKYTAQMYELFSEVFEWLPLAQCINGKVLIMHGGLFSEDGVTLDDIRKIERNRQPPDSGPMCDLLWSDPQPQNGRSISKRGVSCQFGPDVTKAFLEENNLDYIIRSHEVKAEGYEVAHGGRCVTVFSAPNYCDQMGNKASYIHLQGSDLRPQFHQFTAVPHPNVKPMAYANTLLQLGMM
PAFAH2 FP inh = PAFAH2 (human) inhibition; inhibition, % at 3.39 µM; AID 492956; hit rate 0.99% among 340,000; Q99487; recombinant PAFAH2, FP-rhodamine activity probe, fluorescence polarization;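 active means inhibition above the mean over all tested compounds plus 3 SD, cut at about 30% in these data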;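 further: inhibitors block probe labeling of enzyme so polarization drops; 0% = enzyme with DMSO and 100% = wells lacking PAFAH2 protein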
AHR activator = human AHR activation. activation, % at 5 µM. hit rate 2.5% among 320,000. AHR-responsive luciferase reporter cells, luminescence. AID 2796; in the data active means activation above about 47%;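 further: 0% = vehicle wells and 100% = reference agonist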
core dimer inh = blocks dimerization of HCV core protein; TR-FRET GST/Flag-core106 dimerization, 1536-well; inhibition, % at 5 µM; hit rate 0.33% among 300,000;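 active means inhibition above the mean of all tested compounds plus 3 SD, set per screening campaign, cut at about 45% in these data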
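Assay system: GST-tagged and Flag-tagged HCV core protein residues 1-106 / Times: compound-protein-antibody incubation 4 h at 22.5 °C / Signal: time-resolved FRET, ex 340 nm, em 617 and 671 nm / Evaluation: % inhibition based on acceptor/donor emission ratio / Benchmarks: wells lacking GST-core106 and wells with excess unlabelled core106 / Repeats: singlicate, one well per compound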
Fh CTSL1 inh = counter-screen for PFM18AAP inhibitors: inhibitors of F. hepatica cathepsin L1; recombinant F. hepatica cathepsin L1, Z-Leu-Arg-MCA fluorescence; inhibition, % at 5.96 µM; hit rate 0.49% among 300,000; AID 1906;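 active means inhibition above the mean of all tested compounds plus 3 SD, set per screening campaign, cut at about 17% in these data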;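 further: 0% = plate median of test compound wells and 100% = 1 µM Z-Phe-Ala-diazomethylketone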
procasp7 counter = counter-screen for procaspase-3 activators: activators of human procaspase-7. P55210. recombinant procaspase-7, Ac-DEVD-pNA absorbance 405 nm; D23A/D198A/D206A triple mutant, cannot self-cleave; scale: DMSO 0, 5 µM enzyme 100. activation, % at 8.5 µM. hit rate 0.093% among 330,000;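 active means percent activation above the screen-wide mean plus 3 SD, cut at about 25% in these data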
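Assay system – Uncleavable procaspase-7 mutant enzyme · Quantity – 2 µM procaspase-7 mutant as dispensed · Times – 1 h preincubation, 2 h reaction · Dosing – single nominal 8.5 µM compound dose, 0.8% DMSO final · Buffer or medium – Zinc-free 50 mM HEPES buffer, pH 7.4, with NaCl and Triton X-100 · Detection – Epi-absorbance of released pNA at 405 nm, two timepoints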
An asterisk follows results filed as active; . = not tested or not shown.

The line under a structure holds: TPT1 inhibitor	PP1 counter	core dimer inh	AHR activator	proCasp3 act	PP5 inh	procasp7 counter	Fh CTSL1 inh	PAFAH2 FP inh
> O=C(N/C=N/OCc1cccc(C(F)(F)F)c1)N1OC[C@@H]2COc3ccc4ccccc4c3[C@@H]21
    -2	3	1	4	-3	5.8	11	1	-5
> O=C(Nc1nnc(C2CCCC2)s1)C1CCN(S(=O)(=O)c2ccc(Cl)cc2)CC1
    -1	0	-5	0	4	2.3	4	-2	-3
> CCC(C)(C)NC(=O)c1ccc(Br)o1
    -1	-2	-12	1	5	1.4	-4	-2	8
> Cc1ccc(C(=O)/C=C/c2ccc(-c3ccccc3[N+](=O)[O-])o2)cc1
    4	3	6	35	-2	1.5	-9	3	14
> COc1ccc(C(C(=O)NC2CCCCC2)N(CC2CCCO2)C(=O)CNC(=O)c2ccco2)cc1 (stereo not given)
    -4	-6	-8	3	0	-1.3	0	12	0
> O=C(N/N=C/c1cccnc1)C12CC3CC(CC(C3)C1)C2
    -2	-2	-3	9	4	-2.3	6	-3	5
> O=C(c1ccccc1)c1sc(N2CCOCC2)nc1-c1ccccc1
    -1	2	-29	2	-2	1.3	7	0	9
> OCC1(Cc2ccccc2)CCN(Cc2ccccn2)CC1
    -1	-5	1	1	-4	2.4	-5	-3	2
> CCCNC(=O)CSc1nc(Cc2ccccc2)nc2ccccc12
    -1	1	-15	0	8	-3.4	0	9	-4
> COc1ccc(C)cc1N/C(N)=N/c1nc(C)cc(C)n1
    0	-2	-3	81*	2	1.0	-10	-4	-4
> COc1ccc(OCc2nn3c(-c4ccccn4)nnc3s2)cc1
    2	-1	5	3	3	2.1	-5	6	-8
> COc1ccc(NC(=O)/C(C#N)=C/c2ccc(OCc3ccccc3F)cc2)cc1
    -5	-1	24	-2	-14	1.8	0	-5	2
> COc1ccc2[nH]c(C(=O)N3CCC(Cc4ccccc4)CC3)cc2c1
    19	0	10	4	3	2.2	-1	0	2
> COc1cccc(N2CCN(c3ccc4nnc(CCC(=O)Nc5ncccc5C)n4n3)CC2)c1
    -2	2	-1	2	1	1.8	-3	-2	2
> C=CCn1c(SCC(=O)Nc2c(C)n(C)n(-c3ccccc3)c2=O)nnc1-c1cccnc1
    .	.	.	0	-7	.	2	.	-6
> O=C(O)C1C2C=CC(C2)C1C(=O)Nc1ccc(Cl)c(Cl)c1 (stereo not given)
    -1	0	8	0	0	1.0	7	-1	-2
> COc1ccc(NC(=O)CC2C(=O)N(c3cccc(OC)c3)C(=O)N2CCC(C)C)cc1 (stereo not given)
    -2	2	-1	-1	-4	3.0	0	-3	-5
> CCOC(=O)CSc1nnc(CNc2ccc(Cl)cc2)n1Cc1ccccc1
    -5	-1	0	-1	-1	2.9	12	-3	1
> COCCCNC(=O)c1ccc(N(C)S(=O)(=O)c2ccc(OC)cc2)cc1
    -8	-3	-3	5	-2	-1.4	8	2	6
> CCc1ccc(-c2cc(C)no2)cc1S(=O)(=O)Nc1cccc(CN2CCCC2)c1
    2	-7	-4	2	-6	0.3	5	0	2

Records listed so far marked active in AHR activator.
molecule	TPT1 inhibitor	core dimer inh	AHR activator	proCasp3 act	PP5 inh	PAFAH2 FP inh
COc1ccc(C)cc1N/C(N)=N/c1nc(C)cc(C)n1	0	-3	81*	2	1.0	-4

More structures
The line under a structure holds: TPT1 inhibitor	PP1 counter	core dimer inh	AHR activator	proCasp3 act	PP5 inh	procasp7 counter	Fh CTSL1 inh	PAFAH2 FP inh
> Cc1cccc(C)c1OCc1n[nH]c(=S)n1N
    -1	-3	2	6	-12	1.1	-7	9	-1
> Cn1c(CNC(=O)c2ccco2)nnc1SCC(=O)N1c2ccccc2Sc2ccccc21
    0	5	-6	-5	-7	-0.8	5	0	5
> COCCNC(=O)c1ccc2c(=O)n(Cc3ccco3)c(SCC(=O)NC3CCCCC3)nc2c1
    -1	-1	0	2	-2	0.3	-2	0	-1
> O=C(Nc1cccc(Cl)c1)NC1(C(=O)NCc2cccs2)CCCCC1
    -1	2	-5	12	-7	0.6	13	4	0
> COc1ccc(Cn2c(O)c(/C=C3/C=CC=N3)c(=O)[nH]c2=O)cc1
    15	0	6	2	-8	-0.5	-14	-2	7
> COc1ccc(OC(=O)c2cnc3n(c2=O)CCS3)cc1
    -1	-2	-2	0	4	-1.2	6	-3	0
> O=C(Nc1ccccc1C(=O)NCc1cccnc1)c1cccc([N+](=O)[O-])c1
    -1	-1	1	8	2	0.2	5	0	5
> COc1ccc2cc(S(=O)(=O)N3CCCC(C)C3)ccc2c1 (stereo not given)
    1	0	4	0	-3	5.0	10	0	0
> O=C(COc1ccc(S(=O)(=O)N2CCOCC2)cc1)NCc1ccccn1
    0	-6	-1	-1	-4	-2.5	3	-4	2
> COc1cc(NC(=O)C/C(C)=N/NC(=O)c2ccccn2)c(OC)cc1Cl
    0	-3	0	114*	8	0.4	-8	3	2
> O=C(Nc1ccc(S(=O)(=O)Nc2cnc3ccccc3n2)cc1)c1cc(F)c(F)cc1Cl
    -3	-2	-1	0	2	1.6	1	2	6
> COc1cc(C(=O)NCCCN2CCCC2=O)cc(OC)c1OC
    -1	-3	2	2	-1	-1.0	7	4	-3
> O=C(c1ccccc1)N1CCn2c1nc1ccccc12
    -2	-4	-1	2	1	0.7	2	2	0
> CC1CCCCN1S(=O)(=O)c1ccc(S(=O)(=O)N(Cc2ccccc2)Cc2ccco2)cc1 (stereo not given)
    3	9	4	-1	-2	0.3	1	0	1
> Cc1nonc1OCCNc1ccc([N+](=O)[O-])cc1
    -4	1	-8	-6	11	2.6	-7	1	-12
> O=c1c2ccccc2nc(/C=C/c2ccc(Cl)cc2)n1CCO
    -2	-1	-7	17	-5	2.0	-19	2	-2
> CCCN1C2CCCC1CC(NC(=O)c1cc(OC)c(OC)c(OC)c1)C2 (stereo not given)
    -1	-8	-2	2	1	0.5	4	0	-4
> COc1ccccc1CNC(=O)COc1ccc(S(=O)(=O)N2CCCC2)cc1
    -1	-3	4	25	6	0.1	-1	-4	1
> Oc1ccc(Cl)cc1C1=NNC(c2ccc(Cl)cc2)C1 (stereo not given)
    4	2	13	77*	-6	0.9	-21	-2	4
> COc1ccc(N2CCN(S(=O)(=O)c3ccc(C(=O)NC4CCCC4)cc3)CC2)cc1
    -4	-3	0	-1	-2	-0.5	-6	2	2
> CC(=O)N1CCN(C(=O)c2ccc3c(c2)S(=O)(=O)c2ccccc2C3=O)CC1
    -6	2	-1	1	-4	-0.9	-11	1	0
> O=C(CSc1oc(-c2ccc(F)cc2)nc1S(=O)(=O)c1ccc(F)cc1)NCC1CCCO1 (stereo not given)
    -2	-4	3	4	-2	-0.9	5	-3	2
> COc1ccc(CCNC(=O)c2c(C)nc3ccccn23)cc1
    -1	-6	1	-2	8	0.6	-2	1	3
> CC(C)NC(=O)C1CCCN(S(C)(=O)=O)C1 (stereo not given)
    -2	0	-5	0	0	1.3	-3	-2	4
> COc1ccc(C2(CNS(=O)(=O)c3ccccc3)CCOCC2)cc1
    2	3	1	-2	-2	-6.8	-13	-27	-4
> COc1ccc2nc(NC3=NC(C(=O)Nc4ccc(C)cc4)CC(=O)N3)nc(C)c2c1 (stereo not given)
    -5	1	2	1	-4	2.6	3	-2	.
> Cc1ccc(S(=O)(=O)NC(=NC(Cc2ccccc2)C(=O)O)c2ccccc2)cc1 (stereo not given)
    0	-1	-9	-2	-3	0.0	-7	3	-4
> COc1ccc(OC)c(S(=O)(=O)Nc2cccc3c(O)cccc23)c1
    -1	-4	-1	6	-8	2.5	-10	-1	.
> Cc1ccc(S(=O)(=O)c2nc(C(C)(C)C)oc2N2CCOCC2)cc1
    3	1	-2	2	2	-0.1	-10	3	3
> O/N=C1/CC/C(=N\O)c2nn(-c3ccccc3)nc21
    -1	0	-2	30	0	-0.2	-7	-3	9
> O=C(CSc1cn(CC(=O)N2CCCC2)c2ccccc12)NCC1CCCO1 (stereo not given)
    -5	1	-2	12	3	0.5	-1	-1	5
> CCOn1c(=O)c(-c2cc3ccccc3o2)[n+]([O-])c2ccccc21
    -1	-2	-3	34	1	0.4	-11	6	6
> Cc1csc2c(SCC(=O)NNC(=O)C(Cl)Cl)ncnc12
    0	-4	1	3	0	-2.4	8	1	.
> Cc1cc(S(=O)(=O)N2CCCC(C(=O)Nc3ccc(C(=O)O)cc3)C2)ccc1Cl (stereo not given)
    -2	-3	-3	2	4	-1.2	4	0	0
> COC(=O)C1C(c2ccc(OC)cc2)Nc2nnc(C(F)(F)F)n2C1(C)O (stereo not given)
    -1	-1	-3	11	1	2.6	-3	6	-5
> Cc1cc(O)c(C)c(O)c1/C=N/NC(=O)c1cccnc1
    -2	-1	-12	22	-6	0.3	-7	2	14
> COc1ccc(-n2nnnc2SCC(=O)c2ccc3c(c2)OCCO3)c(OC)c1
    -5	-11	12	2	-3	4.4	-2	-10	6
> COc1ccc(CNC(=O)COC(=O)c2ccc(S(=O)(=O)NCc3ccco3)cc2)cc1
    .	.	.	1	-4	.	-6	.	6
> COc1ccccc1NC(=O)c1cc(N2C(=O)C3C4CCC(C4)C3C2=O)ccc1Cl (stereo not given)
    1	-3	7	6	0	0.1	8	1	-1
> COc1ccc(CCNC(=O)c2ccccc2C(=O)NCCc2ccc(OC)cc2)cc1
    -2	0	-8	23	5	0.9	8	-7	11
> O=C(CSc1nc(Cc2ccccc2)nc2ccccc12)c1ccc2c(c1)OCCO2
    -2	0	15	3	-18	2.7	-26	4	-1
> COc1ccc(-c2nc(SC(CC(=O)NCCN3CCOCC3)c3cccs3)n[nH]2)cc1 (stereo not given)
    -4	-2	-2	0	1	3.0	18	-5	0
> O=C(Nc1nccs1)c1c(O)c2c([nH]c1=O)CCCC2
    1	-1	0	3	5	-0.4	-5	2	1
> CC(C)CC(=O)Nc1ccc(S(=O)(=O)NCc2ccco2)cc1
    -2	4	-5	-1	-2	-1.0	4	0	-2
> CCOc1ccc(NC(=O)CN(C)C(=O)C(C)N2C(=O)c3ccccc3C2=O)cc1OCC (stereo not given)
    .	6	.	-1	4	3.7	4	.	1
> CCOC(=O)c1ccc(NC(=O)CC2SC(=NC)N(C)C2=O)cc1 (stereo not given)
    -6	0	-2	-1	-4	3.5	9	-1	-1
> COC(=O)Nc1ccc(S(=O)(=O)N2CCCC(C(=O)NC3CCCCC3)C2)cc1 (stereo not given)
    0	-2	2	-1	0	1.2	3	-15	-4
> O=C(c1cc2nc(-c3ccco3)cc(C(F)(F)F)n2n1)N1CCc2ccccc2C1
    -3	-1	19	0	0	2.3	1	4	2
> COc1cccc(C(=O)NCCN2CCN(c3ccc(Cl)cc3)CC2)c1
    -7	-3	8	2	2	0.7	16	-1	1
> C#CCNC(=O)C1=C[C@@H](c2ccc3c(c2)OCO3)C[C@@H](OCCCCO)O1
    2	1	15	10	-2	1.6	7	-1	9

High-throughput results (PubChem BioAssay)
